Compound activity deposited in PubChem by several laboratories.
MRP reversal – reverses drug resistance mediated by MRP. H69AR cells + 2 uM doxorubicin, CellTiter-Glo, 72 h. differential viability (reversal), % at 10 µM. actives 0.04% (n = 85,000). AID 602;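 active = viability drop by adding the cancer drug above about 55%, with treated viability meeting a 40% cutoff, limit read from the data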;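 also: viability without doxorubicin minus viability with 2 µM doxorubicin for each compound; larger differential means the compound sensitizes cells more to doxorubicin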
NFkB transloc pot – enhances IL-1B driven NFkB nuclear translocation; HUVEC IL-1B NFkB p65 nuclear translocation imaging; activation, % at 2 µM; actives 0.3% (n = 94,000);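 active = activation above 40%, about the mean plus 3 SD, also judged a hit on visual image review; inconclusive = activation above 40% but not a hit on visual review; inactive = activation not above 40% and no visual hit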;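 also: percent activation is computed from the nuclear over cytoplasmic p65 intensity ratio; values of inactives mirror those of a sister screen read the other way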
Bcl-B displacement – displacers of TR3 peptide from Bcl-B, primary screen, selectivity assay for Bfl-1 inhibitor project, biochemical, fluorescence polarization; actives 0.11% (n = 96,000); displacement, % at 20 µM; hits with a dose series show IC50 in µM; AID 748; FP displacement of FITC-TR3 peptide from Bcl-B; higher % means a stronger effect;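 active = displacement above 50% at 20 µM plus a fluorescence interference ratio under 1.5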;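 also: plate controls were wells without compound for no effect and wells lacking Bcl-B protein for full effect; a part of the inactive calls stands beside numbers as strong as those of hits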
NFkB transloc inh – blocks IL-1B driven NFkB nuclear translocation in HUVEC cells; HUVEC IL-1B NFkB p65 nuclear translocation imaging; inhibition, % at 2 µM; actives 0.43% (n = 94,000); AID 796;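 active = inhibition above about 30% together with a positive call from visual inspection of the well image, limit read from the data; inconclusive = inhibition above a set limit but visual check negative; inactive = inhibition not above a set limit, visual check negative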;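 also: nuclear over cytoplasmic p65 intensity ratio measured by imaging; 0% = IL-1B stimulated DMSO wells and 100% = unstimulated DMSO wells; values of inactives mirror those of a sister screen read the other way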
PLAP inhibitors HTS – PLAP enzyme inhibitors, biochemical, luminescence, HTS (AID 690) | inhibition, % at 20 µM, or IC50 in µM where a hit was titrated | actives 0.08% (n = 96,000) | purified PLAP, luminescent substrate; higher % means a stronger effect; in the data active = a potency from the dose series; inactive = the rest, 99 in 100 with inhibition below about 30%; also: strong numbers were not always called active
MRP reversal cytotoxicity – further read-out of MRP reversal, marked with its call; viability, %; H69AR cells, CellTiter-Glo, 72 h; measured here: cytotoxicity without doxorubicin
MRP reversal with doxorubicin – second read-out of MRP reversal, no call of its own (marks repeat the call); viability, %; measured here: viability with 2 uM doxorubicin; active compounds read low
NFkB transloc inh cell count 2 µM – also measured in NFkB transloc inh; calls as there; cell count; measured here: cells passing quality filter;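 raw number of nuclei counted in each imaged well without normalization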
NFkB transloc pot cell count 2 µM – second read-out of NFkB transloc pot, no call of its own (marks repeat the call); cell count; measured here: cells passing quality filter
* = called active by the depositor; ? = inconclusive; / = not tested or not shown. These rows are one share of the data, so the mix of outcomes need not match the whole.

Values run as follows: MRP reversal | MRP reversal cytotoxicity | MRP reversal with doxorubicin | NFkB transloc pot | NFkB transloc pot cell count 2 µM | Bcl-B displacement | NFkB transloc inh | NFkB transloc inh cell count 2 µM | PLAP inhibitors HTS
C=CCSc1nc2ccccc2n1C(=O)/C=C/c1ccc(OC)c(OC)c1
 : / | / | / | -9 | 173 | -1% | 9 | 173 | -5%
O=C(CSc1nnnn1-c1cccnc1)NCc1cccs1
 : 9 | 91 | 83 | / | / | 3% | / | / | 15%
O=C(Nc1ccc(-c2nc3ccccc3[nH]2)cc1)c1ccco1
 : -19 | 54 | 72 | / | / | 4% | / | / | 6%
CC12CCC(C(=O)NCC3CCCO3)(OC1=O)C2(C)C (configuration not stated)
 : -12 | 93 | 105 | 25 | 99 | 5% | -25 | 99 | 10%
O=C(O)CSC1c2ccccc2C(=O)N1Cc1ccccc1 (configuration not stated)
 : -3 | 92 | 95 | -3 | 139 | -1% | 3 | 139 | -16%
COCCCn1c(Cc2csc(Nc3ccccc3)n2)nnc1SCC(N)=O
 : 1 | 103 | 102 | 16 | 134 | / | -16 | 134 | /
CCOC(=O)CN1CC23C=CC(O2)C(C(=O)NCc2ccc(C)cc2)C3C1=O (configuration not stated)
 : -3 | 94 | 97 | 8 | 79 | 8% | -8 | 79 | -13%
Cc1ccc2c(c1)N(Cc1ccccn1)C(=O)C(C)O2 (configuration not stated)
 : / | / | / | 19 | 166 | 2% | -19 | 166 | 0%
Cc1ccc(CN2CCN(C(=O)c3ccco3)CC2)cc1
 : -5 | 96 | 101 | 1 | 96 | / | -1 | 96 | /
CSc1nc2ccc(S(=O)(=O)N3CCCC3)cc2s1
 : 8 | 103 | 95 | 7 | 166 | -6% | -7 | 166 | 28%
CN(CC(=O)N1CCc2ccccc21)S(=O)(=O)c1cccs1
 : 1 | 90 | 88 | 0 | 200 | -43% | 0 | 200 | 2%
O=C(NCCCN1CCCC1=O)c1cccc(C(F)(F)F)c1
 : 6 | 89 | 83 | 14 | 112 | -6% | -14 | 112 | -21%
CC1(C)Cc2c(sc3nc(-c4cccs4)n(N)c(=O)c23)CO1
 : -21 | 35 | 56 | / | / | -10% | / | / | 16%
O=C(N/N=C/c1cccc(OC2CSC2)c1)c1ccccc1O
 : / | / | / | 3 | 131 | 4% | -3 | 131 | -5%
Cc1ccc(CNC(=O)c2cccc(-n3cnnn3)c2)cc1
 : -8 | 95 | 103 | -7 | 144 | -6% | 7 | 144 | 9%
CN(C)c1ccc(NC(=O)CSc2nnc(-c3cccs3)n2Cc2ccco2)cc1
 : -9 | 76 | 86 | -20 | 127 | 7% | 20 | 127 | -38%
COC(=O)C1=C(C)N=C2SC(C#N)=C(N)N2C1c1ccc(OCc2ccccc2)cc1 (configuration not stated)
 : / | / | / | 18 | 169 | 15% | -18 | 169 | 3%
Cc1ccc(-c2cc(-c3ccc(Cl)cc3)c(C#N)c(N)n2)o1
 : -8 | 7 | 16 | 6 | 223 | -49% | -6 | 223 | -28%
COc1ccc(CCN(C(=O)C(F)(F)F)C(C(=O)NC2CCCC2)c2cccs2)cc1 (configuration not stated)
 : / | / | / | 1 | 84 | 5% | -1 | 84 | -30%
Cc1ccc(-c2nn3c(C)nnc3c3ccccc23)cc1S(=O)(=O)N1CCN(CCO)CC1
 : 15 | 71 | 56 | 32 | 187 | -4% | -32 | 187 | -42%
Cc1ccc(C)c(NC(=O)C2CC(=O)N(C(C)C)C2)c1 (configuration not stated)
 : -11 | 96 | 108 | 3 | 161 | 8% | -3 | 161 | -5%
Cc1cc(NC(=O)c2cn(C3CCCCC3)c(=O)c3c2c2ccccc2n3C)no1
 : -11 | 72 | 83 | 16 | 56 | -15% | -16 | 56 | -67%
CCOC(=O)c1c(NC(C)=O)sc2c1CCC(C=O)=C2Sc1ccccc1
 : 3 | 5 | 2 | 13 | 200 | -46% | -13 | 200 | -31%
CCOc1ccccc1NC(=O)CSc1nnnn1Cc1ccccc1
 : 11 | 86 | 75 | 18 | 132 | -6% | -18 | 132 | 24%
CCC(=O)Nc1cc(Cl)ccc1C(=O)O
 : 0 | 94 | 94 | 22 | 156 | -5% | -22 | 156 | 20%
O=C(CCC(=O)OCCCC(F)(F)C(F)(F)F)Nc1ccccc1
 : 3 | 97 | 95 | -7 | 195 | -12% | 7 | 195 | 24%
Clc1ccc2nc(CSc3nc4ccccc4o3)cn2c1
 : -8 | 95 | 103 | -2 | 92 | 2% | 2 | 92 | 20%
CC(=O)OC1COC(N2CCc3cc(Br)c([N+](=O)[O-])cc32)C(OC(C)=O)C1OC(C)=O (configuration not stated)
 : / | / | / | 24 | 150 | -1% | -24 | 150 | -64%
O=C(NCCCN1CCC(Cc2ccccc2)CC1)C1CCC(=O)N1C1CCCC1 (configuration not stated)
 : -3 | 94 | 97 | -1 | 170 | -2% | 1 | 170 | -88%
O=C(Oc1c(CN2CCOCC2)cc(Cl)c2cccnc12)c1ccc(F)cc1
 : -7 | 88 | 95 | 1 | 172 | 8% | -1 | 172 | -102%
COc1cc(C2C(C(C)=O)=C(C)Nc3ncnn32)ccc1O (configuration not stated)
 : -11 | 90 | 100 | -8 | 121 | 6% | 8 | 121 | -6%
COc1ccc(NC(=O)CSc2nnc(CNc3ccc(F)cc3)o2)c(OC)c1
 : 12 | 96 | 85 | 16 | 170 | 0% | -16 | 170 | -5%
Cc1ccc(SCc2nc(-c3ccccn3)no2)cc1
 : 0 | 94 | 94 | 17 | 155 | 6% | -17 | 155 | 21%
COc1ccccc1NC1=C(Cl)C(=O)N(C2CCCCC2)C1=O
 : / | / | / | 8 | 126 | 25% | -8 | 126 | 1%
C/C(=C\c1ccco1)C1C(C#N)=C(N)Oc2n[nH]c(-c3ccc(C)cc3)c21 (configuration not stated)
 : / | / | / | -8 | 118 | -2% | 8 | 118 | 10%
COC(=O)c1cccc(NC(=O)c2cccnc2)c1
 : -5 | 88 | 93 | -10 | 145 | -4% | 10 | 145 | -11%
O=C(O)CCN1C(=O)c2ccc(NC(=O)c3cccs3)cc2C1=O
 : 15 | 103 | 88 | -4 | 82 | -3% | 4 | 82 | 12%
Cc1oc2c(C)c(O)ccc2c(=O)c1-c1cnn(-c2ccccc2)c1
 : -16 | 70 | 86 | 4 | 142 | -23% | -4 | 142 | -11%
O=C(CSc1ncn(-c2ccccc2)n1)NCc1ccccc1
 : 5 | 104 | 99 | -1 | 158 | -4% | 1 | 158 | -1%
CCOC(=O)C(NC(=O)CC)C(O)c1cccc([N+](=O)[O-])c1 (configuration not stated)
 : / | / | / | 9 | 178 | -5% | -9 | 178 | 1%
CCCN(CCC)c1nc(N)nc(-c2cc(Cl)ccc2OC)n1
 : / | / | / | -1 | 156 | -5% | 1 | 156 | -20%
CNC(=S)NNC(=O)c1cccn(Cc2ccc(Cl)cc2Cl)c1=O
 : / | / | / | -2 | 206 | 0% | 2 | 206 | -57%
CC(=O)c1ccc(N2CCN(C(=O)c3ccc(Br)cc3)CC2)c(F)c1
 : -24 | 53 | 77 | -1 | 75 | 7% | 1 | 75 | -29%
N/C(=N\OC(=O)c1ccc(Cl)cc1Cl)c1ccccc1
 : / | / | / | 3 | 109 | 8% | -3 | 109 | -1%
Cc1ccc(NC(=O)C(C)Sc2nc(=O)cc(N)n2-c2ccccc2)cc1 (configuration not stated)
 : -20 | 80 | 100 | 4 | 155 | 1% | -4 | 155 | 4%

Ten neighbouring entries from above:
Values run as follows: MRP reversal | MRP reversal cytotoxicity | MRP reversal with doxorubicin | NFkB transloc pot | NFkB transloc pot cell count 2 µM | Bcl-B displacement | NFkB transloc inh | NFkB transloc inh cell count 2 µM | PLAP inhibitors HTS
Cc1ccc(SCc2nc(-c3ccccn3)no2)cc1
 : 0 | 94 | 94 | 17 | 155 | 6% | -17 | 155 | 21%
COc1ccccc1NC1=C(Cl)C(=O)N(C2CCCCC2)C1=O
 : / | / | / | 8 | 126 | 25% | -8 | 126 | 1%
C/C(=C\c1ccco1)C1C(C#N)=C(N)Oc2n[nH]c(-c3ccc(C)cc3)c21 (configuration not stated)
 : / | / | / | -8 | 118 | -2% | 8 | 118 | 10%
COC(=O)c1cccc(NC(=O)c2cccnc2)c1
 : -5 | 88 | 93 | -10 | 145 | -4% | 10 | 145 | -11%
O=C(O)CCN1C(=O)c2ccc(NC(=O)c3cccs3)cc2C1=O
 : 15 | 103 | 88 | -4 | 82 | -3% | 4 | 82 | 12%
Cc1oc2c(C)c(O)ccc2c(=O)c1-c1cnn(-c2ccccc2)c1
 : -16 | 70 | 86 | 4 | 142 | -23% | -4 | 142 | -11%
O=C(CSc1ncn(-c2ccccc2)n1)NCc1ccccc1
 : 5 | 104 | 99 | -1 | 158 | -4% | 1 | 158 | -1%
CCOC(=O)C(NC(=O)CC)C(O)c1cccc([N+](=O)[O-])c1 (configuration not stated)
 : / | / | / | 9 | 178 | -5% | -9 | 178 | 1%
CCCN(CCC)c1nc(N)nc(-c2cc(Cl)ccc2OC)n1
 : / | / | / | -1 | 156 | -5% | 1 | 156 | -20%
CNC(=S)NNC(=O)c1cccn(Cc2ccc(Cl)cc2Cl)c1=O
 : / | / | / | -2 | 206 | 0% | 2 | 206 | -57%

Additional results
Values run as follows: MRP reversal | MRP reversal cytotoxicity | MRP reversal with doxorubicin | NFkB transloc pot | NFkB transloc pot cell count 2 µM | Bcl-B displacement | NFkB transloc inh | NFkB transloc inh cell count 2 µM | PLAP inhibitors HTS
Cc1ccc(C#N)c(SCc2cc3c(cc2Cl)OCO3)n1
 : -2 | 76 | 78 | / | / | -4% | / | / | -6%
O=C(Nc1nc2n(n1)C(c1ccccc1)C=C(c1ccccc1)N2)c1ccco1 (configuration not stated)
 : -8 | 72 | 81 | 14 | 92 | 34% | -14 | 92 | -190%
O=c1[nH]c(Cc2ccccc2)nc2c1oc1ccccc12
 : 18 | 88 | 70 | 10 | 181 | 16% | -10 | 181 | 5%
COc1ccccc1Cn1c(=O)c2ccccc2n2c(Sc3ncnc4sccc34)nnc12
 : -1 | 1 | 2 | ? | / | -12% | -43 | 125 | -26%
O=C(CS(=O)(=O)Cc1ccccc1)N1CCN(c2cccc(C(F)(F)F)c2)CC1
 : 5 | 93 | 88 | 7 | 92 | -8% | -7 | 92 | 14%
O=C(Cc1ncc(C(F)(F)F)cc1Cl)Nc1cccc(Br)c1
 : / | / | / | 13 | 135 | -6% | -13 | 135 | 14%
Cc1ccc(OC(F)F)c(NC(=O)Nc2cccc(C(F)(F)F)c2)c1
 : 1 | 2 | 2 | 19 | 53 | -9% | -19 | 53 | 25%
COc1ccc(Cl)cc1Nc1nc(N)nc(C(F)(F)F)n1
 : -5 | 76 | 81 | -14 | 180 | 4% | 14 | 180 | 11%
Cc1cc(OC(C)C)nc(-c2ccccc2O)n1
 : 19 | 88 | 69 | -8 | 172 | -2% | 8 | 172 | 0%
Cc1ccc(S(=O)(=O)c2nc(Nc3ccccc3N3CCOCC3)sc2Cl)cc1
 : 14 | 77 | 63 | -3 | 156 | -5% | 3 | 156 | -8%
CCOC(=O)N1CCC(NC(=O)c2cc(C(=O)NCc3ccc(F)cc3)ccc2CO)CC1
 : 8 | 104 | 96 | 6 | 189 | 1% | -6 | 189 | -18%
CC(=O)c1c(C(C)=O)c(C)n(Cc2ccc3c(c2)OCO3)c1C
 : 16 | 97 | 81 | 7 | 137 | -14% | -7 | 137 | 0%
COc1ccc2cc(CCNC(=O)C(C)(C)C)c(=O)[nH]c2c1
 : 6 | 98 | 92 | / | / | 1% | / | / | 2%
CCCCOC(=O)Nc1nnc(CC)s1
 : 2 | 105 | 103 | -9 | 58 | 12% | 9 | 58 | -28%
CCN1C(=O)NC2C1N(S(C)(=O)=O)CCN2S(C)(=O)=O (configuration not stated)
 : 0 | 87 | 88 | -4 | 104 | -10% | 4 | 104 | 10%
COc1cc2c(C(=O)NCc3ccc4c(c3)OCO4)cn(C)c(=O)c2cc1OC
 : -8 | 73 | 81 | ? | / | -9% | -48 | 131 | 7%
COc1ccccc1NC(=O)CSc1ncnc2c1oc1ccccc12
 : 8 | 66 | 58 | 12 | 230 | 2% | -12 | 230 | 6%
CCOc1ccc(S(=O)(=O)NCc2ccc(F)cc2)c2cccnc12
 : 13 | 80 | 66 | 2 | 94 | 0% | -2 | 94 | -1%
